# mlh1 rad18: NCI yeast anticancer drug screen, S. cerevisiae mlh1 rad18 strain | % growth inhibition at 50 µM | 11% of 79,000 active | AID 175;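 further: 0% = growth of vehicle-only cultures of the same strain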
#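 Growth inhibition of the yeast strain was measured after compound exposure and expressed relative to vehicle-treated controls. The strain carries defined defects in DNA damage repair.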
# yeast mec2-1: NCI yeast anticancer drug screen, S. cerevisiae mec2-1 strain; growth inhibition, % at 50 µM; 9% of 79,000 active;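 further: 0% = growth of vehicle-only cultures of the same strain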
#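 Growth inhibition is read against vehicle-treated controls after compound exposure of the mec2-1 yeast strain, which is defective in DNA damage repair or cell cycle control.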
# rad50: NCI yeast anticancer drug screen, S. cerevisiae rad50 strain; growth inhibition, % at 50 µM; 10% of 79,000 active;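 further: 0% = growth of vehicle-only cultures of the same strain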
#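 Readout: growth inhibition relative to vehicle-treated cultures. Compound exposure was carried out in a genetically defined yeast strain deficient in DNA damage repair.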
# bub3: NCI yeast anticancer drug screen, S. cerevisiae bub3 mutant strain | % growth inhibition at 50 µM | 9.9% of 78,000 active | AID 167;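 further: 0% = growth of vehicle-only cultures of the same strain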
#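 Part of a panel of yeast mutants defective in DNA damage repair or cell cycle regulation. Each strain is grown with compound, and inhibition is calculated relative to solvent-treated cultures.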
# yeast sgs1 mgt1: NCI yeast anticancer drug screen, S. cerevisiae sgs1 mgt1 strain; % growth inhibition at 50 µM; 10% of 78,000 active; AID 161;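 further: 0% = growth of vehicle-only cultures of the same strain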
#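 Read-out: growth inhibition vs vehicle controls. Cells: mutant yeast strain deficient in DNA damage repair.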
# cln2 rad14: NCI yeast anticancer drug screen, S. cerevisiae cln2 rad14 strain; growth inhibition, % at 50 µM; 8.3% of 78,000 active;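 further: 0% = growth of vehicle-only cultures of the same strain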
#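 Strain: cln2 rad14 yeast, altered in cell cycle control and DNA damage repair. Read-out: growth inhibition vs vehicle.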
# The depositor's hits bear a star; . = not tested or not shown; & = joins results of further samples; ! = not confirmed by another sample. No stated cut-off is given here; in the data, active means growth inhibition above about 70%; inactive means the rest.
no.	SMILES	mlh1 rad18	yeast mec2-1	yeast sgs1 mgt1	bub3	cln2 rad14	rad50
1	CCOC(=O)C/C(C)=N\O	2.4	-11.3	7.9	9.2	8.4	4.0
2	O=C1CCCC/C1=C1\C(=O)Nc2cc(F)ccc21	-30.2	-48.2	-46.2	-27.8	-12.7	-31.9
3	Cc1cc(N=Nc2ccc(S(=O)(=O)[O-])cc2)cc(C(=O)[O-])c1[O-].NC1CCCCC1N.[Na+].[Pt+4]	85.8*	91.2*	92.0*	90.2*	92.0*	87.7*
4	O=c1c(-c2ccccc2)ccccc1-c1ccccc1	12.8	5.3	35.4	-11.0	22.1	26.4
5	CCC(=O)/C=C/c1ccc(Cl)cc1	11.3	8.0	7.8	-14.7	-25.6	10.7
6	COc1cccc(C2c3cc4c(cc3OC(NNc3ccccc3)C2C)OCO4)c1O (centres undefined)	95.7*	95.3*	95.8*	96.8*	94.2*	94.0*
7	ClCCOCc1ccc(Cl)cc1Cl	19.9	8.9	8.4	-3.7	0.7	24.6
8	CC(=O)Nc1c(C(N)=O)cnn1-c1ccccc1	36.9	26.6	17.7	24.5	-0.2	17.9
9	Cc1cccc(Cl)c1NCC(O)CN1CCN(C)CC1 (centres undefined)	12.6	7.2	-14.6	-9.9	3.2	6.5
10	Nc1nc(CCC(=O)Nc2cccc(C(F)(F)F)c2)cc(-c2cccc3ccccc23)n1	2.3	17.4	29.1	23.1	0.8	-15.2
11	Cc1ccc(S(=O)(=O)NCCCOS(=O)(=O)c2ccc(C)cc2)cc1	45.9	0.1	28.9	29.4	29.9	22.8
12	C=C1C(=O)O[C@H]2[C@H]1CC(=O)/C(C)=C/CC[C@@]1(C)O[C@@H]21	7.0	21.4	32.8	25.6	21.4	32.7
13	[N-]=[N+]=CC(=O)C1OC1c1ccc2ccccc2c1 (centres undefined)	22.9	21.6	0.8	14.3	1.5	0.8
14	N=c1nnc2ccc(Cl)cc2n1O	-5.2	4.7	15.6	-1.9	9.7	64.5
15	O=C1OCC2Cc3ccccc3C(c3ccccc3)=C12 (centres undefined)	-1.0	-6.3	-1.3	11.3	-31.5	-3.9
16	O=C(O)C1Cc2c([nH]c3ccccc23)C2CCC(=O)N12 (centres undefined)	6.0	0.1	1.3	15.5	17.7	-3.4
17	OC1c2ccccc2-c2c(F)c(F)c(F)c(F)c21 (centres undefined)	-11.3	-12.4	-8.5	7.2	5.2	16.9
18	O=C1CC(c2ccccc2)C(c2ccccc2)CO1 (centres undefined)	93.7*	92.7*	91.5*	94.0*	93.8*	84.9*
19	CC(=O)O[C@]12CCCCCC1C1(O)C(O)CCCCC12 (some centres undefined)	-19.2	-29.4	-36.5	-6.3	-7.7	0.9
20	C/C=C/C(=O)OC/C=C(\C)CCC=C(C)C	-16.7	-44.9	-6.7	-39.7	-4.3	-26.4
21	Cc1[nH]c(N)nc(=S)c1CCCNc1ccccc1	26.2	2.1	6.8	-32.3	-9.2	6.5
22	COC(=O)CCn1cnc2c(SC)ncnc21	-12.7	16.2	-44.0	19.2	21.5	-27.2
23	COC(=O)C(=O)C(C(=O)C(=O)Nc1ccc(Cl)cc1C)c1nc2ccc(C(=O)c3ccccc3)cc2[nH]c1=O (centres undefined)	8.0	-4.5	11.1	-14.6	6.1	13.0
24	CC(NC(=O)OCc1ccccc1)C(=O)NC1C(CO)OC(n2cnc3c(N)ncnc32)C1O (centres undefined)	9.4	-6.7	1.6	9.7	9.4	19.1
25	CCCCN=C(C(=NCCCC)N(CCCC)CCCC)N(CCCC)CCCC	-27.1	-0.7	-3.1	1.2	-32.2	16.6
26	O=C(NNC(=O)c1ccc2ccccc2c1)c1ccc(Cl)cc1	-9.8	-51.0	-11.0	-13.6	3.5	-19.2
27	O=C1CCCc2ccc3c(c21)CC1(Cc2ccccc2C1)C3	-5.8	-40.2	8.7	4.0	-6.0	-7.0
28	O=S1(=O)CS/C(=N/C(=S)N(Cc2ccccc2)Cc2ccccc2)N1c1ccccc1	29.6	14.0	35.1	-3.9	24.8	43.0
29	CCCCCCCCCCCCCCCC[N+](C)(C)Cc1cnc[nH]1	89.1*	91.2*	91.8*	91.0*	89.7*	90.3*
30	CCOC(=O)Cc1csc(N/N=c2/sc(C=Nc3ccccc3)c(O)n2CC)n1	57.6	44.9	20.2	21.9	37.9	57.8
31	CC(CC(=O)O)(CC(=O)O)C(=O)O	-22.9	-17.9	-28.9	-29.4	12.6	16.1
32	CCC/C=C(/C=N/Nc1ccc([N+](=O)[O-])cc1[N+](=O)[O-])CC	4.0	-10.7	-7.8	0.8	32.6	16.4
33	c1ccc2cc(OCC3CO3)c(OCC3CO3)cc2c1 (centres undefined)	81.7*	58.8	76.8*	-8.0	60.7	57.1
34	Nc1nc(N)nc(CCC(Br)(Br)Br)n1	11.1	4.8	30.8	21.9	19.9	26.6
35	Cc1ccc(Cl)c2c(=O)c3ccccc3[nH]c12	71.0*	40.0	41.3	27.6	11.2	84.1*
36	c1cc(CNCCN2CCNCC2)ccn1	16.8	-34.2	-3.7	-48.9	-1.9	7.5
37	CCOc1ccc(Nc2nc(C)c(C(=O)/C=C/c3ccc(Cl)cc3Cl)s2)cc1	17.6	31.9	33.0	55.5	48.4	71.1*
38	CC1(C)CC(=O)C2=C(C1)NC1=C(C(=O)CC(C)(C)C1)C2c1ccc([N+](=O)[O-])cc1	-51.5	-27.9	-37.6	-25.4	-11.9	-46.4
39	O=C(OC(=O)c1cccc(Br)c1)c1cccc(Br)c1	1.0	-10.5	26.0	-5.7	34.8	10.2
40	Cc1ccc(CNC(=O)NC2CCCCC2)cc1C	3.4	-23.1	6.2	22.6	-8.2	-4.0
41	CC1OC2(CCCC2)OC1C (centres undefined)	31.1	11.3	20.8	4.8	20.9	40.5
42	CN(c1ccc(Cl)cc1)S(=O)(=O)c1cccc([N+](=O)[O-])c1	58.9	42.8	70.8*	78.0*	48.4	42.7
43	c1ccc(N=N/C(=N/Nc2ccccc2)c2ccccc2)cc1	8.3	-10.1	0.7	11.3	-47.0	-10.2
44	NC(=O)/C=C/c1ccc([N+](=O)[O-])cc1	-3.4	-6.8	-9.0	4.6	-74.0	33.0
45	CCOC(=O)C(=CNc1ccc(C)cn1)C(=O)OCC	-3.7	-21.9	.	.	.	-0.7
46	CC(=O)c1c[nH]c2ccccc12	9.2	-9.8	-19.6	-2.2	-53.2	-6.8
47	CCC1(C)N=C(C(N)=O)c2ncn(N=C(C)C)c2N1 (centres undefined)	-16.6	-30.2	-24.3	-10.5	14.2	-15.8
48	CCOCCOC(=O)c1ccccc1C(=O)OCCOCC	-12.6	8.0	-26.4	3.0	60.9	-12.6
49	Cc1coc2c1C(OC(=O)C(C)C)C1(C)C(C)CCC(O)C1C2=O (centres undefined)	-37.1	-6.4	31.5	-1.3	10.7	9.2
50	CCOC(NCc1ccc(OC)c(OC)c1)OCC	11.3	-11.8	6.5	17.1	3.5	3.6

# Other results:
no.	SMILES	mlh1 rad18	yeast mec2-1	yeast sgs1 mgt1	bub3	cln2 rad14	rad50
51	CCOC(=O)C1C=C1C(C)(C)O (centres undefined)	-32.9	9.3	-13.1	3.9	1.0	-15.4
52	CC(=O)OCC1OC=CC(OC(C)=O)C1OC(C)=O (centres undefined)	-7.5	-18.8	-8.6	-25.8	-5.8	-23.1
53	CCCCCCCCCCCCCCCCCC[n+]1cccc(C(=O)N2CCOCC2)c1	99.8*	99.8*	99.8*	99.7*	99.3*	99.8*
54	Clc1cccc2c(SCCCCCSc3c4ccccc4nc4c(Cl)cccc34)c3ccccc3nc12	-24.6	-8.9	-22.4	-23.9	-33.5	-3.5
55	O=C(Oc1cccc2ccccc12)c1cccnc1	31.3	-2.0	6.4	19.7	-38.0	-1.4
56	Cc1c(Cl)c(C)c(Cc2c(C)c(Cl)c(C)c(Cl)c2O)c(O)c1Cl	-5.9	-40.4	-20.6	-5.2	-11.7	-4.7
57	OCc1c(CO)c(-c2ccc(Cl)c(Cl)c2)n2c1CCC2	51.0	2.4	8.1	-0.2	14.9	13.4
58	O=C(O)C(=Cc1cccc2ccc3ccccc3c12)C(=O)O	-6.2	-17.2	-4.8	-1.8	-4.5	-8.7
59	CCCN(CCC)CC(O)c1cnc(-c2ccccc2)nc1C (centres undefined)	-3.4	-4.8	-9.9	-11.9	-10.3	-17.4
60	Clc1ccc(/C=N/Nc2nnc3c4ccccc4c4ncccc4c3n2)cc1	51.6	-23.6	13.1	-28.1	-26.4	6.6
61	COc1ccc(-c2nc(N)nc3c2CN(CCC(=O)O)C3=O)cc1	3.9	-18.2	12.0	7.5	-8.6	0.9
62	CCNC(=O)NCC	-3.4	-19.4	-32.7	-2.0	-29.2	-16.4
63	CSCCC(NC(=O)c1ccccc1C(=O)O)C(=O)O (centres undefined)	-1.1	-7.7	.	.	.	-4.8
64	CC(C)(C)OC(=O)N1CCCC1C(=O)NCCNc1ccc(NCCNC(=O)C2CCCN2C(=O)OC(C)(C)C)c2c1C(=O)c1ccccc1C2=O (centres undefined)	-25.0	13.4	21.4	2.4	52.4	13.8
65	O=C1c2ccccc2C(=O)N1CC1CO1 (centres undefined)	27.3	10.3	0.5	3.4	-7.7	2.9
66	O=[N+]([O-])c1ccc(/C=C/c2ccc([N+](=O)[O-])cc2S(=O)(=O)O)c(S(=O)(=O)O)c1	32.0	-9.6	30.8	32.9	5.5	25.8
67	O=C(NCc1ccc(F)cc1)c1ccc(C(=O)NCc2ccc(F)cc2)cc1	-10.1	-4.0	-13.1	-6.9	58.4	-6.6
68	CCCCc1c2c(nc3c1CCCC3=O)C(=O)CCC2	-9.2	-1.9	-14.7	-2.5	2.0	-11.3
69	O=[N+]([O-])c1ccc(OS(=O)(=O)Cc2ccccc2)cc1	-9.2	-9.3	8.9	4.0	-36.6	3.8
70	COc1ccc(NC(=S)Nc2ccccc2S)cc1	18.8	8.9	33.5	46.7	7.3	18.3
71	O=S1(=O)CCc2ccccc21	10.6	2.9	-0.1	-2.8	6.2	-0.1
72	CNCCC(C(=O)O)c1ccccc1 (centres undefined)	9.1	-7.2	9.2	-2.6	-28.2	-12.1
73	CCC(O)C(O)(c1ccccc1)c1ccccc1 (centres undefined)	-6.7	8.0	-8.8	-1.2	-2.8	4.0
74	OCC12C=COC1OC2(c1ccccc1)c1ccccc1 (centres undefined)	10.3	10.0	-0.4	-3.0	-81.4	3.4
75	Cc1ccc(/[N+]([O-])=C/c2ccccc2)cc1	79.2*	99.2*	95.7*	99.0*	52.8	98.2*
76	CC1=NCCN1CCN	23.6	-17.2	23.8	13.6	12.9	20.6
77	CC(C)(C)CC(C)(C)c1ccc(OCCO)cc1	99.5*!	99.5*!	99.5*!	99.5*!	99.3*!	99.6*!
78	CCCCCCCCCCCCCC(=O)NO	89.1*	91.3*	92.8*	90.2*	88.2*	89.2*
79	COc1cc(N)ccc1NC(C)=O	-21.4&18.8	-12.7&-13.6	-35.6&4.5	-2.5&-0.9	-41.0&18.4	0.6&-5.2
80	O=C(Nc1cc(Cl)c(Cl)cc1Cl)C(=O)C1C=CCS1(=O)=O (centres undefined)	2.0	1.8	11.0	26.1	10.1	-2.1
81	COc1ccc(NS(=O)c2cccc(C)c2)cc1 (centres undefined)	9.4	-11.1	-16.1	-3.1	-18.3	-8.1

# Part of the list above, reformatted.
# Values in the order – mlh1 rad18 | yeast mec2-1 | yeast sgs1 mgt1 | bub3 | cln2 rad14 | rad50
69	O=[N+]([O-])c1ccc(OS(=O)(=O)Cc2ccccc2)cc1
→ -9.2 | -9.3 | 8.9 | 4.0 | -36.6 | 3.8
70	COc1ccc(NC(=S)Nc2ccccc2S)cc1
→ 18.8 | 8.9 | 33.5 | 46.7 | 7.3 | 18.3
71	O=S1(=O)CCc2ccccc21
→ 10.6 | 2.9 | -0.1 | -2.8 | 6.2 | -0.1
72	CNCCC(C(=O)O)c1ccccc1 (centres undefined)
→ 9.1 | -7.2 | 9.2 | -2.6 | -28.2 | -12.1
73	CCC(O)C(O)(c1ccccc1)c1ccccc1 (centres undefined)
→ -6.7 | 8.0 | -8.8 | -1.2 | -2.8 | 4.0
74	OCC12C=COC1OC2(c1ccccc1)c1ccccc1 (centres undefined)
→ 10.3 | 10.0 | -0.4 | -3.0 | -81.4 | 3.4
75	Cc1ccc(/[N+]([O-])=C/c2ccccc2)cc1
→ 79.2* | 99.2* | 95.7* | 99.0* | 52.8 | 98.2*
76	CC1=NCCN1CCN
→ 23.6 | -17.2 | 23.8 | 13.6 | 12.9 | 20.6
77	CC(C)(C)CC(C)(C)c1ccc(OCCO)cc1
→ 99.5*! | 99.5*! | 99.5*! | 99.5*! | 99.3*! | 99.6*!
78	CCCCCCCCCCCCCC(=O)NO
→ 89.1* | 91.3* | 92.8* | 90.2* | 88.2* | 89.2*
